High-throughput results: PubChem BioAssay, National Center for Advancing Translational Sciences (NCATS)
PLK1 PBD inh = qHTS for Inhibitors of PLK1-PDB (polo-like kinase 1 - polo-box domain): Primary Screen | hit rate 2.8% among 360,000 | Potency, µM, inactives show max response, negative = inhibition, most hits filed as inhibitors | Plk1 PBD binding of FITC phosphopeptide, fluorescence polarization | Serine/threonine-protein kinase PLK1 (Homo sapiens), P53350; also: potency is read from the fitted curve at half-maximal effect; series mostly up to about 57 µM; % is scaled to controls: 0 for no effect and ±100 for the full control effect; nearly all actives have a fitted effect of over 65% in size
HEK293 tox = qHTS of GLP-1 Receptor Inverse Agonists: Cytotox Screen; HEK293 cAMP-luciferase reporter cells, luminescence, 24 h; Potency, µM (series often up to 38.3 µM), inactives show at the top dose activity change, negative = inhibition, hits mostly inhibitors; hit rate 0.13% among 410,000; AID 624418, 2012;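 also: loss of luciferase light is scored as toxicity; potency is read from the fitted curve at half-maximal effect; % is scaled to controls: 0 for no effect and ±100 for the full control effect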
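MLSMR compounds, 24 hr on cells at 37 deg C/5% CO2; luminescence after luciferase reagent (12 min RT). Inhibition counted as the undesired cytotoxic outcome.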
IL-2 act = qHTS of IL-2 Activators; IL-2 activation reporter assay, cell-based qHTS; stimulated with anti-CD3/CD4/CD28 beads; in transgenic mouse T cells; AID 652025, 2013; hit rate 0.065% among 360,000; activation, % (series mostly up to about 46 µM); in the data active = activation above about 50%; inconclusive = mostly about 30% to 49%; also: 0% is about no effect
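Quantitative HTS in unstimulated transgenic mouse T cells, with memory T cells as non-tolerant control and PMA/ionomycin as tolerance-bypass control. Compound pretreatment lasted 60 minutes before 18 h bead stimulation; EGFP/DsRed fluorescence read.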
EPAC1 ag = qHTS for Agonist of cAMP-regulated guanine nucleotide exchange factor 3 (EPAC1): primary screen. EPAC1 agonist qHTS, biochemical assay; response scale: 100% = response to 6.5 mM cAMP. hit rate 0.073% among 360,000. Potency, µM (highest dose often 154 µM), for inactives: top-dose activation, hits mostly activators; also: potency is read from the fitted curve at half-maximal effect; nearly all actives have a fitted effect of over 60% in size
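Normalized to 6.5 mM cAMP, activity reflects EPAC1-catalysed release of BODIPY-GDP from Rap1B, followed kinetically over 30 min at 480 nm excitation, 540 nm emission. Reaction contained 100 nM EPAC1, 250 nM Rap1B-BODIPY-GDP, 50 uM GDP.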
EPAC1 antagonist = qHTS for Antagonist of cAMP-regulated guanine nucleotide exchange factor 3 (EPAC1): primary screen | EPAC1 GEF assay, Rap1b-BODIPY-GDP exchange fluorescence | Rap guanine nucleotide exchange factor 3 (Homo sapiens), O95398 | hit rate 0.14% among 360,000 | Potency, µM (titrated, usually from 115 µM), for inactives: at the top dose activity change, negative = inhibition, hits mostly inhibitors;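 also: potency is read from the fitted curve at half-maximal effect; plate controls were vehicle for no effect and positive control for full effect; nearly all actives have a fitted effect of over 50% in size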
GLP-1R inv ag = qHTS of GLP-1 Receptor Inverse Agonists (Inhibition Mode). hit rate 1.6% among 410,000. HEK293 GLP-1R CRE-luciferase, luminescence, 24 h; GLP-1R form is constitutively active. Potency, µM (series often up to 38.3 µM), for inactives: at the top dose activity change, negative = inhibition, hits mostly inhibitors. AID 624417, 2012; also: potency is read from the fitted curve at half-maximal effect; % is scaled to controls: 0 for no effect and ±100 for the full control effect; nearly all actives have a fitted effect of over 55% in size
Target sequence (P43220 whole entry, looked up): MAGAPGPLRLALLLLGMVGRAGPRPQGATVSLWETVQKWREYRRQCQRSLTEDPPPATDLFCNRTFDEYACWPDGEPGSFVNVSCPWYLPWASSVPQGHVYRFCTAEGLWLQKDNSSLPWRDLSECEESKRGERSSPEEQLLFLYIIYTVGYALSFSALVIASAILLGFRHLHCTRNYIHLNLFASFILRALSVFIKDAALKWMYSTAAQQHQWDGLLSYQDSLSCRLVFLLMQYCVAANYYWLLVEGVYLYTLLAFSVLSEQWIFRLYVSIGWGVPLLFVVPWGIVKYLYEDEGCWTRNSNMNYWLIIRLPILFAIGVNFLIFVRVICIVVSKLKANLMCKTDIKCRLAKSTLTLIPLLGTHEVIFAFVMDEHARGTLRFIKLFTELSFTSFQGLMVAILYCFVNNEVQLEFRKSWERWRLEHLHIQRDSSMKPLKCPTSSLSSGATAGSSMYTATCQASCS
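qHTS in 1536-well format: reporter HEK293 cells expressing constitutive GLP-1R activity in DMEM + 10% Nu serum, 24 hr with compounds at 37 deg C, luminescence read after 12 min with detection reagent.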
PI5P4Ka inh = qHTS for Inhibitors of phosphatidylinositol 5-phosphate 4-kinase (PI5P4K); Phosphatidylinositol 5-phosphate 4-kinase type-2 alpha (Homo sapiens), P48426; PI5P4Kalpha enzyme, ADP-Glo luminescence, 60 min; stronger effect = lower value; max response, %; hit rate 1.2% among 330,000; AID 652105, 2013; active = max response of -50% or lower; inconclusive = between -30% and -50%; inactive = -30% or higher; also: value at the top dose of about 77 µM; % is scaled to controls: 0 for no effect and ±100 for the full control effect
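Human PI5P4Kalpha with substrate in 0.038 M HEPES pH 7.4, 0.28 mM EGTA, 0.1% CHAPS, 5% DMSO; reaction started with 5 microM ATP (final), 60 min at room temperature. ADP formed read by ADP-Glo luminescence.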
PTHR1 agonist = qHTS for PTHR1 Agonists: Primary Screen. Parathyroid hormone/parathyroid hormone-related peptide receptor (Homo sapiens), Q03431. HEK293 GP2 PTHR1 cells, GloSensor cAMP luminescence, 1 h. Potency, µM (titrated, usually from 115 µM), for inactives: at the highest dose activation, most hits filed as activators. hit rate 0.075% among 410,000; also: potency is read from the fitted curve at half-maximal effect; nearly all actives have a fitted effect of over 55% in size; some results filed as inactive show a strong effect at the top dose; inactives centre near -15; many of its hits are not listed in these tables
Target sequence (Q03431 whole entry, looked up): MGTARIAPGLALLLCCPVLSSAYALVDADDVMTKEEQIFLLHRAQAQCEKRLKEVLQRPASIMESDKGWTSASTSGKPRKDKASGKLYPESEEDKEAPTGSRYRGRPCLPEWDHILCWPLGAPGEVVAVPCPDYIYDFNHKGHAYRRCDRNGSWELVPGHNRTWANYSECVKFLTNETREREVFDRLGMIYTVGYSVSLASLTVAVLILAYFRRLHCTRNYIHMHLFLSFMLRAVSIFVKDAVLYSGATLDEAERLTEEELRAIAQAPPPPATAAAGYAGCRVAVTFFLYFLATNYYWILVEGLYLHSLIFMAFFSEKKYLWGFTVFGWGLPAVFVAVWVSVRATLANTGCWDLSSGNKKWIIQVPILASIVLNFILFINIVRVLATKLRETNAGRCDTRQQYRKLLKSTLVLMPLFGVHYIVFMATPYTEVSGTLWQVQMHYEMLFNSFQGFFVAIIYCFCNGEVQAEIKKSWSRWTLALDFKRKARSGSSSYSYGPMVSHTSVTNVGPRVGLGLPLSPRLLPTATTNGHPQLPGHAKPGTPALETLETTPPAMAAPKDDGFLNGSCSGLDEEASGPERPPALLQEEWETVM
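HEK-293-derived GP2 cells expressing PTHR1 and a GloSensor cAMP reporter, 3,000/well, plated overnight, given luciferin plus IBMX (each 0.5 mM as added) for 1 h at 37 °C, then compound for 1 h at 37 °C. Luminescence was read after 15 min at room temperature.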
GLP-1R agonist = qHTS of GLP-1 Receptor Agonists. Potency, µM (top dose mostly 45.6 µM), without a hit: at the top dose activation, hits mostly activators. HEK293 GLP-1R CRE-luciferase, luminescence, 4-6 h; cells express a hypersensitive GLP-1R form. hit rate 0.007% among 380,000. Glucagon-like peptide 1 receptor (Homo sapiens), P43220; also: potency is read from the fitted curve at half-maximal effect; % of control where 0% means no effect
* marks the source's active call; other numbers are inactive results; i = inactive; ? = inconclusive; . = no result given; & = joins results of further samples; [ ] = another dose, or the depositor's remark. Unless noted, calls follow the shape of the dose curve; as a rule, active = well fitted curve in the direction sought with a large enough effect; inconclusive = small, poorly fitted or top-dose-only effect, or another doubt; inactive = no such curve, though single readings can be large; an effect the other way counts as inactive or inconclusive. Not all compounds are listed, so the mix of outcomes need not match the whole.

item	Molecule	IL-2 act	EPAC1 antagonist	HEK293 tox	PI5P4Ka inh	PLK1 PBD inh	PTHR1 agonist	GLP-1R inv ag	EPAC1 ag	GLP-1R agonist
1	CCOC(=O)NCC(C#CCN(CC)CC)N(CC)CC (stereo not drawn)	0.1	2%	-2%	2	-3%	-9%	-16%	-6%	2%
2	COc1cccc(CNC(=O)CN2C(=O)COc3ccc(S(=O)(=O)N4CCCCC4)cc32)c1	-0.1	-7%	16%&-11%	0	-7%	?	-34%&-25%	-6%	0%
3	COc1ccc(N(CC(=O)NCc2ccc(F)cc2)C(=O)CCC(=O)Nc2ccccn2)cc1	1.8	9%	-10%	4	1%	-11%	0%	-1%	3%
4	CCN1CCN(S(=O)(=O)c2c(C)cc(C)cc2C)CC1	0.2	-18%	-6%	-1	-7%	22%	-19%	21%	17%
5	COc1ccc(N(C2CSC2)S(=O)(=O)c2ccccc2)cc1	-0.9	-1%	0%	.	1%	-22%[57.5 µM]	?	14%	7%
6	O=Nc1c(O)n(Cc2cccc(Cl)c2)c2ccccc12	-0.8	0%	-26%	-4	-8%	i	?	0%	4%
7	O=C(N/N=C/c1ccc(COc2ccc(Br)cc2)o1)c1ccco1	-4.7	-5%	-1%	2	5%	i	17%	-1%	1%
8	O=C(O)c1cn[nH]c1-n1cnnn1	-1.4	-18%	-26%	.	-3%	i	0%	1%	-5%
9	O=C(OCn1nnc2ccccc2c1=O)c1ccc2ccccc2n1	-0.6	0%	6%	4	1%	i	17%	0%	-1%
10	O=C(N/N=C/c1cccc([N+](=O)[O-])c1)c1cccc2cc[nH]c12	-0.5	-14%	7%[7.66 µM]	0	-3%	-14%	0%[7.66 µM]	3%	5%
11	Cn1ccc(C(=O)Nc2ccc(Br)cc2Br)n1	0.3	-16%	14%	3	-10%	i	2%	-21%	-2%
12	CCN(CC(=O)Nc1ccc(OC)cc1)C(=O)Cc1ccc(OC)c(S(=O)(=O)N2CCOCC2)c1	0.6	-12%	3%	-1	-4%	i	3%	-5%	-5%
13	COc1ccc(C(=O)N2CCN(S(=O)(=O)c3cc(Cl)ccc3OC)CC2)cc1	0.4	1%	-12%	-5	-4%	-7%	-20%	5%	-2%
14	Cc1cccc(NC(=S)N(Cc2ccc(Br)cc2)Cc2ccc(C(=O)O)cc2)c1	8.4	?	-3%	0	-25%	-11%	-19%	-4%	0%
15	COc1ccc(C2N(c3ccc(OC)cc3)C(=S)N3CCCN23)cc1 (stereo not drawn)	-2.2	5%	-23%	-4	4%	i	-16%	1%	0%
16	CC(C)(C)c1nnc(NC(=O)Cc2ccccc2[N+](=O)[O-])s1	-0.8	-18%	60%[activator]	1	-11%	-25%	22%	8%	4%

Compound profiles (already shown). Order of screens: IL-2 act, EPAC1 antagonist, HEK293 tox, PI5P4Ka inh, PLK1 PBD inh, PTHR1 agonist, GLP-1R inv ag, EPAC1 ag, GLP-1R agonist
Results for O=C(OCn1nnc2ccccc2c1=O)c1ccc2ccccc2n1 → -0.6, 0%, 6%, 4, 1%, i, 17%, 0%, -1%
Results for Cn1ccc(C(=O)Nc2ccc(Br)cc2Br)n1 → 0.3, -16%, 14%, 3, -10%, i, 2%, -21%, -2%

Other results
item	Molecule	IL-2 act	EPAC1 antagonist	HEK293 tox	PI5P4Ka inh	PLK1 PBD inh	PTHR1 agonist	GLP-1R inv ag	EPAC1 ag	GLP-1R agonist
17	CC1CC(C)CN(CCCNC(=O)c2ccc3nc(N4CCOCC4)sc3c2)C1 (stereo not drawn)	2.6	?	9%	2	-6%	i	0%	-23%	31%
18	O=C(CCN1CCCCC1c1cccnc1)NCc1ccccc1 (stereo not drawn)	0.1	1%	3%	3	-10%	-15%	3%	-7%	8%
19	CC(=O)CSc1ncnc2c1cnn2-c1ccccc1	1.5	13%	-30%	-15	24µM*	-27%	17%	2%	2%
20	CCCNC(=O)Cn1nc(C)n2c(cc3cc(F)ccc32)c1=O	0.2	-6%	3%	-2	3%	-18%	6%	-1%	-2%
21	O=C(O)CCn1[nH]c(=O)c2ccccc2c1=O	0.7	-7%	-1%	3	-4%	i	13%	0%	-9%
22	CCOC(=O)C1CCCN(C(=O)Cn2ncc3c([nH]c4ccc(C)cc43)c2=O)C1 (stereo not drawn)	1.9	-11%	6%&7%	6	-15%	?	-9%&1%	-9%	-1%
23	COc1ccc2[nH]c(=O)c(CN(CC3CCCO3)S(=O)(=O)c3ccccc3F)cc2c1 (stereo not drawn)	1.0	?	-21%	0	-6%	-76%[inhibitor]	-24%	3%	14%
24	COCCCN(C(=O)c1ccccc1)c1nc(-c2ccc(OC)cc2)cs1	0.5	-15%	18%	7	-9%	-12%	?	22%	8%
25	Cc1nc(NC(=O)CSc2nc(N)cc(N)n2)sc1C	-0.1	-20%	3%	-1	-11%	i	43%[activator]	-3%	14%
26	CCCCc1c(-c2ccccc2OC)ncn1CCc1ccccc1Cl	-0.1	-18%	?	4	-20%	-1%	?	-16%	-1%
27	COc1cc(/C=N/NC(=O)c2cccnc2)ccc1OCC(=O)Nc1ccccc1Cl	-0.7	-2%	0%	2	5%	-24%	12%	0%	-1%
28	Cc1ccc(-c2noc(CCC(=O)NCCc3ccccc3Cl)n2)cc1	-0.3	5%	-4%	2	2%	-64%[inhibitor][57.5 µM]	?	-8%	3%
29	COCCCNC(=O)c1ccc(Cn2c(=O)c3ccccc3n(CC(=O)NCc3ccco3)c2=O)cc1	2.1	-3%	3%	5	-4%	-21%	-5%	13%	7%
30	CCN(CC)c1ccc(CN(C(=O)c2ccco2)C2CCS(=O)(=O)C2)cc1 (stereo not drawn)	-2.4	-1%	6%	.	-7%	-15%[57.5 µM]	7%	2%	2%
31	O=C(C1=C(O)C(=O)N(CCCN2CCOCC2)C1c1ccccn1)c1cc2ccccc2o1 (stereo not drawn)	-3.7	2%	-12%	0	-5%	i	5%	3%	0%
32	Cc1ccc(C(=O)N/N=C\c2ccc(Br)o2)o1	-2.5	-4%	?	.	-4%	15%[57.5 µM]	3%	-3%	4%
33	COc1cc2cc(CN(CCCN3CCOCC3)C(=O)Nc3ccccc3F)c(=O)[nH]c2cc1OC	3.3	-10%	2%	0	-3%	-18%	2%	-2%	0%
34	COC(=O)c1c(C)[nH]c(C(=O)OCC(=O)NC(C)(C)C)c1C	-2.6	-14%	-4%	4	-3%	-26%	-8%	-7%	3%
35	O=C(N/C(=C/C=C/c1ccccc1)C(=O)N1CCOCC1)c1ccccc1Br	1.1	-25%	7%	-7	-4%	0%	-22%	-1%	9%
36	O=C(NC(=S)Nc1ccc(Oc2ccccc2)cc1)c1ccc(Cl)cc1	-4.8	-13%	1%	.	-3%	i	?	15%	-1%
37	Cc1ccc(S(=O)(=O)Cn2nnnc2C(c2ccccn2)N2CCN(c3ccccc3)CC2)cc1 (stereo not drawn)	-0.6	5%	4%	.	-1%	i	10%	15%	-1%
38	Cc1[nH]nc2c1C1(CCOCC1)C(C#N)=C(N)O2	-2.4	?	2%	.	-11%	i	0%	1%	-19%
39	Cn1cccc1Cc1nnc(SCC(=O)N2CCN(c3ccccc3)CC2)n1-c1ccc(F)cc1	0.2	-19%	-16%	4	-5%	-10%	?	-4%	-1%
40	COc1ccc(C(=O)Nc2cccc(C(=O)N3CCN(C)CC3)c2)cc1	0.6	6%	-6%	10	-1%	i	-8%	11%	-10%
41	COCc1c(Br)c(C)nc(OCC(=O)N/N=C/c2ccc(C)o2)c1C#N	1.5	-13%	2%	4	-6%	-19%	0%	-7%	-2%
42	O=C(CC1C(=O)NCCN1CC1CCCCC1)NCc1ccc(Cl)cc1 (stereo not drawn)	-4.2	8%	-25%	0	-8%	i	?	3%	1%
43	O=C(Nc1ccccc1N1CCCC1)c1ccc([N+](=O)[O-])o1	-1.5	-3%	-3%	-1	-8%	i	30%[activator]	-4%	6%
44	c1ccc(-c2cc(-c3ccncc3)nc3ccc4ccccc4c23)cc1	2.0	-25%	-2%	14	-1%	i	27%	-13%	-6%
45	CCc1ccc(NC(=O)C2C3CCC(O3)C2C(=O)O)cc1 (stereo not drawn)	3.4	2%	-26%	-3	-4%	i	-27%	-9%	-6%
46	NC(=O)c1ccc(NC(=O)COC(=O)c2ccc(Cl)nc2)cc1	0.0	-13%	-5%	-4	-1%	0%	11%	9%	4%
47	CCSc1ccccc1C(=O)NCc1cccnc1	0.8	0%	21%	1	-9%	12%	-13%	9%	-2%
48	COc1cccc(-c2ccc3nnc(SCC(=O)N4CCCC4)n3n2)c1	1.7	8%	-2%	1	-6%	-19%	6%	14%	15%
49	CCc1ccccc1S(=O)(=O)Cc1ccc(C(=O)NCc2ccc3c(c2)OCO3)o1	-2.8	-9%	0%	-3	-6%	-38%[inhibitor]	-21%	-1%	1%
50	C#CCSc1nnc(-c2ccc(O)cc2)o1	1.3	-6%	-2%	-3	-5%	-6%	23%	-4%	12%
